# SUMO1-SIM PPI – alters human SUMO1 binding to SIM partners | P63165 | SUMO1 binding to a labelled peptide, TR-FRET, 1 h | inhibition, % at 20 µM | hit rate 0.33% among 360,000; in the data active = inhibition above about 37%
# Neddylation inh – cullin neddylation inhibition; P61081+Q13564; TR-FRET cullin neddylation, biochemical; calls only at 25 µM; hit rate 0.58% among 360,000; in the data active = inhibition above about 36%
# Rpn11 block – inhibitors of human proteasome Rpn11; hit rate 0.59% among 360,000; human 26S proteasome, Ub4-pepOG fluorescence polarization; 20S core pre-blocked with epoxomicin; AID 588493; calls only at 20 µM;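 active = inhibition at 20 µM, scaled to each plate's controls, above about 33%, limit read from the data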
# Target sequence (O00487 whole entry, looked up): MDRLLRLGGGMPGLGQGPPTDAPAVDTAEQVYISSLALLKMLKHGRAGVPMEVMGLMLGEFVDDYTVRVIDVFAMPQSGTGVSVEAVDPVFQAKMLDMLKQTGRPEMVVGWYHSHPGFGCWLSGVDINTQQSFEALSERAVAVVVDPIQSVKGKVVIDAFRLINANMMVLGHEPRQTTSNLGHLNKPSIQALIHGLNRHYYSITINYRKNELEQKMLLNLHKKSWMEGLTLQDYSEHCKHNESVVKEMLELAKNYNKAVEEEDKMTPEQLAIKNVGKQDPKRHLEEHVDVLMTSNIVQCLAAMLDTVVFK
# CSN deneddyl inh – blocks human CSN-mediated cullin deneddylation; Purified CSN, SCF-Nedd8-OG deneddylation, fluorescence polarization; Q92905; hit rate 0.38% among 360,000; inhibition, % at 12.5 µM; AID 651999;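 active = pattern-corrected inhibition above about 35%, with an unprinted fluorescence ratio check between 0.5 and 1.5, limit read from the data, passing the limit was not always enough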;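 note: 0% = enzyme with substrate and 100% = substrate without enzyme; some results filed as inactive read as strong as hits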
#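 Assay system: purified human Csn5 enzyme expressed in HEK293T cells; Input: 0.24 nM Csn5 enzyme, final concentration; Reagent: 10 nM SCFSkp2-Nedd8OG; Compound dosing: 12.5 µM single point; Times: reaction 90 min, room temperature; Technique: fluorescence polarization readout.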
# DNMT1 inh – DNMT1 (human) enzyme inhibition. inhibition (reported as % activation of signal), % at 10 µM. DNMT1 molecular beacon, Hinp1I cleavage, fluorescence. P26358. AID 588458. hit rate 0.83% among 360,000; in the data active = inhibition above about 50%
# Scp1 inh – Scp-1 (human) phosphatase inhibition | Q9GZU7 | Recombinant Scp1, phosphopeptide, malachite green phosphate absorbance | inhibition, % at 20 µM | hit rate 0.88% among 340,000 | AID 493091;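 active = inhibition above about 50% at 20 µM, limit read from the data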;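 note: plate controls were DMSO wells with enzyme for no effect and wells lacking enzyme for full effect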
#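 System: SCP-1 catalytic domain; Reagent: Phospho 17-mer peptide substrate; Doses: one concentration, 20 µM, with 1.0% DMSO; Incubation: 45 min room-temperature reaction, 5 min colour, 30 min stabiliser; Signal: Phosphate-binding colour reagent, absorbance read at 630 nm.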
# Rin1-Abl PPI inh – blocks binding of human Rin1 to Abl | TR-FRET Rin1/Abl binding, biochemical | inhibition, % at 7.35 µM | AID 588664 | P00519+Q13671 | hit rate 0.4% among 360,000; in the data active = inhibition above about 5%, passing the limit was not always enough
# STEP block – blocks human striatal-enriched tyrosine phosphatase | P54829 | recombinant STEP, OMFP fluorogenic substrate, fluorescence | inhibition, % at 20 µM | hit rate 0.25% among 360,000 | AID 588621;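 active = inhibition at 20 µM, scaled per plate between control wells, above about 37%, limit read from the data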;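 note: 0% = DMSO with enzyme and substrate and 100% = substrate only without enzyme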
# Target sequence (P54829 whole entry, looked up): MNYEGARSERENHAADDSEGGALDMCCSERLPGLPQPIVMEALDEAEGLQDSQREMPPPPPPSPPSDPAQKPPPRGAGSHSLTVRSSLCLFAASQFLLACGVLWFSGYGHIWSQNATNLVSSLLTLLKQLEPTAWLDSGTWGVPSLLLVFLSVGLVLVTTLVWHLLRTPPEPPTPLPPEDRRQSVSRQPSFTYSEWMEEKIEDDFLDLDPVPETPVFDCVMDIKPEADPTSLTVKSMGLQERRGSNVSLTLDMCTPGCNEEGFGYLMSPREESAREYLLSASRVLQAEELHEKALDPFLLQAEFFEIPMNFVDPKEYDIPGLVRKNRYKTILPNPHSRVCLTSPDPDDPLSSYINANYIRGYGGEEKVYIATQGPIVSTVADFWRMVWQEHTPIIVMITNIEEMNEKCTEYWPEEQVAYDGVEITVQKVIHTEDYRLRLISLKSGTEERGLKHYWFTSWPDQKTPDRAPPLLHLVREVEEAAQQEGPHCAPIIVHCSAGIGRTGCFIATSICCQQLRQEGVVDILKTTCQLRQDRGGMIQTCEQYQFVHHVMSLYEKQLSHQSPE
#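 material = STEP tyrosine phosphatase | reagent = fluorogenic phosphatase substrate OMFP at 25 µM final | doses = single compound dose of 20 µM, 1% DMSO final | schedule = 20 min reaction, room temperature, in the dark | measured by = fluorescence, 480/540 nm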
# NadD block – NadD (S. aureus) enzyme inhibition; purified NadD enzyme, colorimetric absorbance read-out; inhibition, % at 20 µM; hit rate 0.78% among 360,000; AID 602399; in the data active = inhibition above about 26%; note: some compounds past the cut are filed as inactive
# LMPTP inh – blocks human LMPTP phosphatase | recombinant LMPTP-A, OMFP fluorogenic substrate, fluorescence intensity | inhibition, % at 20 µM | hit rate 0.22% among 360,000 | AID 651560;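 active = compounds that cut the enzyme signal by at least half of the control window in the single-dose screen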;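 note: plate controls were DMSO wells with enzyme plus substrate for no effect and substrate without enzyme for full effect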
# Target sequence (P24666 whole entry, looked up): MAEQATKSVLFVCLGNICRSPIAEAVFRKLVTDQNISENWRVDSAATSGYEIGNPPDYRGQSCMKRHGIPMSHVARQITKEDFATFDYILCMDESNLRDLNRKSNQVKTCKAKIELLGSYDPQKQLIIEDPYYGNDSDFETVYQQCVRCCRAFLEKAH
#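 material = LMPTP-A | quantity = 0.625 nM enzyme | reagent = OMFP substrate, 400 µM final | buffer or medium = Bis-Tris pH 6.0, DTT, detergent | detection = endpoint fluorescence intensity from OMFP dephosphorylation | dosing = single 20 µM dose | read-out basis = % inhibition relative to no-enzyme and uninhibited control wells | control set = no-enzyme and uninhibited controls | timing = 50 min at room temperature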
# An asterisk follows results filed as active; i = inactive; . = no result given.
SMILES,SUMO1-SIM PPI,Neddylation inh,Rpn11 block,CSN deneddyl inh,DNMT1 inh,Scp1 inh,Rin1-Abl PPI inh,STEP block,NadD block,LMPTP inh
COc1ccc(NC(=O)CCC(=O)c2cccs2)cc1Cl,-4,i,i,0,-4,7,0,-4,0,-2.0
CCCCCCNc1cc(C)oc(=O)c1C(C)=O,2,i,i,3,1,-2,1,3,0,-1.6
CCOC(=O)c1c(NC(=O)COC(=O)Cc2n[nH]c(=O)c3ccccc23)sc(C(=O)NC)c1C,-2,i,i,-2,-3,-8,1,-3,-3,-0.8
CN=c1scc(-c2cccs2)n1/N=C/c1ccc(O)c(O)c1O,-3,i,i,6,-16,11,8.8*,2,20,15
O=C(NCCc1ccccc1)c1cc(=O)c2ccccc2o1,-8,i,i,-1,0,-15,-1,0,-8,-1.6
NS(=O)(=O)c1ccc(CNC(=O)NC2(c3ccccc3)CC2)cc1,5,i,i,0,2,-6,1,23,3,-0.8
Cc1ccccc1OCCC(=O)OCC(=O)N(C)c1c(N)n(Cc2ccccc2)c(=O)[nH]c1=O,5,i,i,1,3,-5,-2,-2,2,-0.6
O=C(NCCC1CC1(Cl)Cl)Nc1ccccc1 (centres undefined),0,i,i,0,-7,-4,-3,2,-4,-1.0
COc1ccccc1CNC(=O)C[C@H]1CC[C@@H]2[C@H](COC[C@H](O)CN2Cc2ccc3c(c2)OCO3)O1,14,i,.,1,.,.,.,.,.,-0.3
NS(=O)(=O)c1ccc(NC(=O)COC(=O)CN2C(=O)C3CC=CCC3C2=O)cc1 (centres undefined),1,i,i,5,6,2,-2,6,0,-2.0
CCc1ccccc1NC(=O)CN1CCN(C(=O)C2CCN(C(=O)/C=C/c3ccccc3)CC2)CC1,0,i,i,-5,0,3,-2,-2,-3,-1.9
Cc1ccc(N(CC(O)CN2CCOCC2)S(=O)(=O)c2ccc3ccccc3c2)cc1 (centres undefined),-6,i,i,2,-2,-6,-1,3,0,-0.1
O=C1C(=O)c2ccc(-c3ccccc3)cc2-c2ccccc21,41*,i,i,57*,106*,-4,-2,34,10,14
CCCOC(=O)c1ccc(Oc2c(-c3ccc(OCC)cc3O)n[nH]c2C)cc1,0,i,i,-4,-28,-6,-1,-2,6,3.9
CN1CCN(C(=S)NC(=O)c2ccccc2Cl)CC1,-1,i,i,-2,-1,1,-2,1,4,-5.7
O=C(CC1C(=O)NCCN1CC(c1ccccc1)c1ccccc1)NC1CC1 (centres undefined),-3,i,i,4,-1,-15,-3,-2,0,-1.7
Fc1cccc(F)c1/C=C/c1ccc2ccccc2n1,-14,i,i,-5,5,-1,0,0,-7,1.6
CN(C)c1ccc(N=c2sc3ccccc3n2C)cc1,-8,i,i,0,-7,7,2,2,2,2.4
COC(=O)c1ccc(NC(=S)NNC(=O)CC(C)C)cc1,-1,i,i,-19,-7,-5,-4,1,-3,-0.1
CC(=O)n1c(C=Nc2ccccc2)c(O)c2ccccc21,-15,i,i,3,2,-3,-1,0,-5,-0.6
CCCCCCCNC(=O)C1(CC2CC(c3cccc(Br)c3)=NO2)CCN(C(=O)C2(C)CC2)CC1 (centres undefined),1,i,i,4,-12,9,2,6,-4,4.1
CC(C)C(=O)Nc1ccc(C(=O)NNC(=O)CCc2ccccc2)cc1,3,i,i,-5,2,-2,-3,-4,-4,-2.2
O=C1C(Cl)=C(N2CCOCC2)C(=O)N1CCc1ccccc1,-13,i,i,-6,7,-1,-2,8,4,-0.8
COC(=O)[C@@]12C[C@@H](CC(=O)NCc3ccc(C)o3)C(=O)N(Cc3cccc4ccccc34)C1=CCC(C)(C)C2,1,i,.,1,.,.,.,.,.,4.0
CC(C)c1nc2n[nH]c(N)c2c2c1CCC2,-3,i,i,0,0,-4,-1,1,-2,-0.4
COc1ccc(/C=N/OCC(=O)NCC(C)C)c(OC)c1,-2,i,i,-1,-3,-4,2,0,-6,-0.6
Cc1ccccc1N1CCN(c2ncnc3c2cnn3Cc2ccc(Cl)cc2)CC1,-2,i,i,2,-4,9,-1,5,14,5.4
CSCc1cc(N2CCOCC2)nc(SCc2ccc(Cl)c(Cl)c2)n1,2,i,i,1,-8,5,3,2,16,2.9
Cc1ccccc1Cc1ccc(Cl)nn1,0,i,i,-14,3,-7,5,-3,-3,-0.8
N#Cc1ccccc1S(=O)(=O)c1ccccc1C(=O)Nc1ccccc1,0,i,i,-9,4,-3,1,-2,-4,-1.4
CCOC(=O)c1[nH]c2ccc(F)cc2c1NC(=O)C1=COCCO1,-3,i,i,3,-1,-10,-1,0,0,1.1
CC(=O)NCCNC(=O)c1ccc(CSc2nc3ccccc3s2)cc1,0,i,i,1,-14,.,-2,1,2,1.0
O=C(COc1ccc(S(=O)(=O)NC2CCCCC2)cc1Cl)Nc1ccc2c(c1)OCO2,6,i,i,2,-16,-11,-1,-4,-9,3.8
COc1ccc(Cl)cc1NC(=O)c1ccc2c(SCC(=O)O)c3c(nc2c1)CCCC3,1,i,i,1,3,14,2,0,20,3.4
Cc1cc(=O)oc2cc(OC(C)C(=O)O)c(Cl)cc12 (centres undefined),2,i,i,-1,3,-1,0,3,-1,-1.2
COC(=O)CC1COc2ccccc2N1C(=O)c1cc(OC)c(OC)c(OC)c1 (centres undefined),1,i,i,-6,9,-7,3,1,-3,1.0
COc1ccc(/C=C(\C#N)C(=O)NC(C)c2ccccc2)cc1O (centres undefined),-13,i,i,0,1,-1,-1,-1,-7,1.0
C/C(=N\NC(=O)c1ccc(C)cc1)c1c(C)[nH]n(-c2ccccc2)c1=O,4,i,i,1,0,-4,1,0,3,-0.6
Cc1cc(C(=O)C(C)Sc2cccc[n+]2[O-])c(C)n1-c1ccc(Cl)cc1 (centres undefined),-2,i,i,-5,3,-2,-1,1,0,-0.1
Cc1c(-c2ccco2)[n+](=O)c2c(n1[O-])CCC2,-9,i,i,6,-3,-3,-2,1,0,0.2
Cc1nc(C)c(-c2nnc(-c3ccccc3Cl)o2)cc1C(=O)NN,0,i,i,1,-1,-1,4,2,0,-1.8
COc1ccc(OC)c(NC(=O)NCc2cccnc2)c1,3,i,i,1,4,2,3,-2,-5,-0.2
CC(=O)Nc1ccc(NC(=O)CSc2nnc3c4ccccc4n(C)c3n2)cc1,-10,i,i,-4,-3,-1,-2,3,1,2.3
CC(C)C[C@H](NC(=O)C1CCN(C(=O)[C@H](Cc2ccccc2)NC(=O)OC(C)(C)C)CC1)C(=O)O,2,i,i,-1,-3,-7,1,1,-5,0.3
O=C1NC[C@@H](CCCCN2CCN(CCc3ccc(O)cc3)C(=O)C2=O)N(CCc2ccc(O)cc2)C1=O,1,i,.,-2,.,.,.,.,5,1.8
COc1ccc(Cl)cc1C(=O)NNC(=S)NC1CCCC1,0,i,i,-1,-2,-7,4,1,2,-0.9
CCOc1ccc(CC(=O)NC2CC(C)(C)N(C)C(C)(C)C2)cc1OCC,-1,i,i,-4,1,-10,-1,-2,-4,-1.1
CC(C)Cc1ccc(CN2CCCC(NC(=O)c3nn(C)c(=O)c4ccccc34)C2)cc1 (centres undefined),-2,i,i,3,3,-2,-1,-2,-9,0.6
Cc1cc(N2CCN(c3ccccc3)CC2)nc(N2CCOCC2)n1,9,i,i,1,-1,-10,-1,0,-11,-0.6
CCOC(=O)C1(C)NC(c2ccc(OC)cc2OC)C2C(=O)N(CC)C(=O)C21 (centres undefined),-1,i,i,7,4,2,-1,0,1,0.3
Cc1ccsc1/C=N/n1c(-c2ccco2)n[nH]c1=S,-11,i,i,-6,0,-4,1,0,2,-0.4
CC1(C(=O)NCc2cccc3ccccc23)CCN1C(=O)C1(c2ccccc2)CCCC1 (centres undefined),5,i,i,0,1,.,-2,-2,-4,5.5
CC(=O)c1cccc(N(C(=O)Cn2nnc3ccccc32)C(C(=O)NCC2CCCO2)c2ccc(N3CCOCC3)cc2)c1 (centres undefined),2,i,i,5,0,-5,2,1,1,-1.2
O=C(Cc1c(O)c2ccccc2[nH]c1=O)NCc1ccccc1,1,i,i,4,3,0,0,0,2,-0.2
COc1ccc(C(=O)COC(=O)[C@H](C)Nc2ccc(C(F)(F)F)cc2[N+](=O)[O-])c(OC)c1,1,i,i,12,24,44,-1,4,-2,3.6
COc1cccc(C2=NOC(C(=O)Nc3cc(C)nn3-c3ccccc3)C2)c1OC (centres undefined),-2,i,i,0,-2,-3,0,2,0,-0.4
CCc1c(C(=O)Nc2cc(C(=O)OC)ccc2C)csc1C,4,i,i,-5,3,-8,-2,2,-7,-0.2
COc1ccc(C2C3=C(CC(C)(C)CC3=O)Oc3ncn4nc(-c5ccccc5)nc4c32)cc1 (centres undefined),1,i,i,0,-4,9,-1,2,8,-0.4
O=C(COC(=O)/C=C/c1ccc([N+](=O)[O-])cc1)NC1CCCCC1,-23,i,i,0,9,-1,2,-7,-3,0.1
CC(C)c1c(C(=O)N/N=C/c2ccc3c(c2)OCO3)nnn1-c1nonc1N,-9,i,i,-3,-3,-5,-2,-1,2,-1.0

# Overlap with the part before: 5 compounds, then new ones.
SMILES,SUMO1-SIM PPI,Neddylation inh,Rpn11 block,CSN deneddyl inh,DNMT1 inh,Scp1 inh,Rin1-Abl PPI inh,STEP block,NadD block,LMPTP inh
COc1cccc(C2=NOC(C(=O)Nc3cc(C)nn3-c3ccccc3)C2)c1OC (centres undefined),-2,i,i,0,-2,-3,0,2,0,-0.4
CCc1c(C(=O)Nc2cc(C(=O)OC)ccc2C)csc1C,4,i,i,-5,3,-8,-2,2,-7,-0.2
COc1ccc(C2C3=C(CC(C)(C)CC3=O)Oc3ncn4nc(-c5ccccc5)nc4c32)cc1 (centres undefined),1,i,i,0,-4,9,-1,2,8,-0.4
O=C(COC(=O)/C=C/c1ccc([N+](=O)[O-])cc1)NC1CCCCC1,-23,i,i,0,9,-1,2,-7,-3,0.1
CC(C)c1c(C(=O)N/N=C/c2ccc3c(c2)OCO3)nnn1-c1nonc1N,-9,i,i,-3,-3,-5,-2,-1,2,-1.0
COc1ccc(C(=O)NNC(=S)NC(=O)c2cccnc2)cc1,0,i,i,-6,3,-2,2,0,0,-0.9
CCCOc1ccc(NC(=O)CC2C(=O)N(C)C(=S)N2Cc2cccs2)cc1 (centres undefined),12,i,i,-10,11,-8,4,5,-9,0.5
O=C1CC(NS(=O)(=O)c2cccs2)CN1c1ccccc1 (centres undefined),1,i,i,-3,1,1,2,-5,1,0.0
O=C(CSc1cnc2ccccc2n1)c1ccc(F)cc1,-17,i,i,1,0,-17,0,4,-8,4.9
CC12COC3(C(=O)Nc4ccccc4F)CC1CCC32C (centres undefined),-3,i,i,-2,2,-2,0,-4,-1,0.4

# Rows were taken by chance; 3.8% or so of the library scored in one or more.
